# TDP1 block: qHTS Assay for Inhibitors of Tyrosyl-DNA Phosphodiesterase (TDP1); recombinant TDP1, AlphaScreen DNA substrate cleavage; Potency, µM (series often up to 130 µM), inactives show at the highest dose activity change, negative = inhibition, actives largely listed as inhibitors; 350,000 tested, 0.28% active; Tyrosyl-DNA phosphodiesterase 1 (Homo sapiens), Q9NUW8; also: nearly all actives have a fitted effect of over 40% in size
# Target sequence (Q9NUW8 whole entry, looked up): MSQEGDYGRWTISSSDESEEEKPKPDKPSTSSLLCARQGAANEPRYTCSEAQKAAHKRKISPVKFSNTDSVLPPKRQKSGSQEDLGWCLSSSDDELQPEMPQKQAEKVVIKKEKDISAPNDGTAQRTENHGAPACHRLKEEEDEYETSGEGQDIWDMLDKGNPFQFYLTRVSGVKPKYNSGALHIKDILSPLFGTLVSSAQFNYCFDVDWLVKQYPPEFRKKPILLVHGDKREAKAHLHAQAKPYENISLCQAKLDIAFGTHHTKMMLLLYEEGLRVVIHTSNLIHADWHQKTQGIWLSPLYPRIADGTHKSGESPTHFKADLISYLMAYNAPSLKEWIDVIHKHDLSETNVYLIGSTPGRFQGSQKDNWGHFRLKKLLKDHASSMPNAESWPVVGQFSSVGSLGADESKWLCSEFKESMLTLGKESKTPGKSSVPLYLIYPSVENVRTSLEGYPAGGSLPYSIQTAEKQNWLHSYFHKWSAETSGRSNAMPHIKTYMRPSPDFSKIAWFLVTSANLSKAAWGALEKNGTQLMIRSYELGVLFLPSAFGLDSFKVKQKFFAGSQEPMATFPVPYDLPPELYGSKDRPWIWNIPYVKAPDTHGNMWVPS
#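 Recombinant E. coli-expressed Tdp1 (1 nM) preincubated with compound 15 min at RT, then 5'-biotin/3'-phosphotyrosine-FITC DNA substrate (15 nM) added for 5 min. AlphaScreen beads (10 ug/ml) added, 10 min RT; tyrosine-FITC cleavage read as signal loss.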
# N370S GC: qHTS Assay for Inhibitors and Activators of N370S glucocerebrosidase as a Potential Chaperone Treatment of Gaucher Disease. AID 2101, 2009. Potency, µM (series often up to 59.4 µM), without a hit: at the highest dose activity change, negative = inhibition, actives largely listed as inhibitors. 330,000 tested, 0.092% active. N370S GC spleen homogenate, 4MU-glucoside fluorescence. Lysosomal acid glucosylceramidase (Homo sapiens), P04062;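 also: 0% = full enzyme activity and -100% = no enzyme basal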
# FEN1 inhibitor: qHTS Assay for the Inhibitors of Human Flap endonuclease 1 (FEN1). P39748. Recombinant FEN1 flap cleavage, fluorescence, 15 min. Potency, µM (titrated, usually from 114 µM), without a hit: at the highest dose activity change, negative = inhibition, most hits filed as inhibitors. 390,000 tested, 0.35% active; also: nearly all actives have a fitted effect of over 65% in size
# Target sequence (P39748 whole entry, looked up): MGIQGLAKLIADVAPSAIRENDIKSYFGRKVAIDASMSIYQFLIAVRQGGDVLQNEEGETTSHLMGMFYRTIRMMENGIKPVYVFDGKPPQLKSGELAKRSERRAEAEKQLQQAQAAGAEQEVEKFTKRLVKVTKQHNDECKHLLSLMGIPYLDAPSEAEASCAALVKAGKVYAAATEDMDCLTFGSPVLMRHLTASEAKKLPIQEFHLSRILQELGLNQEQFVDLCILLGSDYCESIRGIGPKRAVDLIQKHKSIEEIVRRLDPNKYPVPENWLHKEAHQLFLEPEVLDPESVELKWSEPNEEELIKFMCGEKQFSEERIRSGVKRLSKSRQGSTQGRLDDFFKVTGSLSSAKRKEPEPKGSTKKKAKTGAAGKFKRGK
#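 In this screen, 50 nM flap DNA substrate was added to 10 nM FEN1 pretreated with compound for 15 min at room temperature; cleavage was followed with reads at 0 and 15 min, and Hill fitting gave concentration–response parameters.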
# * hit, by the source's call; u = inconclusive; x = no result given; & = joins results of further samples; [ ] = another dose, or the depositor's remark. Calls follow the shape of the dose curve; as a rule, active = well fitted curve in the direction sought with a large enough effect; inconclusive = small, poorly fitted or top-dose-only effect, or another doubt; inactive = no such curve, though single readings can be large; an effect the other way counts as inactive or inconclusive. Unless noted, % is scaled to controls: 0 for no effect and ±100 for the full control effect; potency is read from the fitted curve at half-maximal effect.
# The opening 2 records as a preview:
SMILES,TDP1 block,N370S GC,FEN1 inhibitor
O=C(Nc1cccc(Cl)c1N1CCOCC1)c1ccc2c(c1)OCCO2,-2%,0%,-22%
COC(=O)Cc1csc(Nc2c(C)n(C)n(-c3ccccc3)c2=O)n1,1%,3%,-12%

# Main list, repeating the preview:
SMILES,TDP1 block,N370S GC,FEN1 inhibitor
O=C(Nc1cccc(Cl)c1N1CCOCC1)c1ccc2c(c1)OCCO2,-2%,0%,-22%
COC(=O)Cc1csc(Nc2c(C)n(C)n(-c3ccccc3)c2=O)n1,1%,3%,-12%
COc1ccc(Cc2nnc(SCC(=O)NCC3CCCO3)o2)cc1 (stereo not given),6%,-2%,1%
C#CC(CO)N(CCN(Cc1ccccc1)C(C#C)CO)Cc1ccccc1 (stereo not given),7%,-1%,-2%
O=C(NNC(=S)Nc1ccc(F)cc1)c1ccccc1OC(F)F,8%,3%,1%
O=C(NC1CCCCC1)N1CCN(C(=O)c2ccco2)CC1,3%,x,11%
Clc1ccc(-c2nnc3cccc(Cl)n23)c(Cl)c1,5%,-27%,-12%
Cc1ccc(NC2=CC(=O)CC(C)(C)C2)cc1C,-1%,-4%,-1%
c1cn(CCCNc2ncnc3sc4c(c23)CCC4)cn1,1%,-12%,-9%
C/C(=N\NC(=O)C1COc2ccccc2O1)c1cccs1 (stereo not given),6%,8%,-15%
CC(=O)c1ccc(N=Cc2c(O)n(-c3cc(Cl)ccc3N3CCOCC3)c(=O)c3ccccc23)cc1,2%,-1%,7%
Cc1ccccc1NC(=O)c1nc(-c2ccncc2)no1,-1%,x,-4%
COc1ccc(NS(=O)(=O)c2ccc(OCC(=O)N3CCOCC3)cc2)cc1Cl,2%,-17%,5%
COc1cnc(-c2ccccn2)nc1Oc1ccc(Cl)cc1,10%,-21%,-3%
CCCc1cc(=O)oc2cc(C)cc(OCC(=O)NC3CC3)c12,3%,0%,-12%
Cc1ccc(F)cc1S(=O)(=O)Nc1cccc(C(=O)N2CCCC(C(N)=O)C2)c1 (stereo not given),1%,x,3%
CCc1ccc(NC(=O)CCn2ccnc2C)cc1,1%,-4%,-1%
Cn1c(=O)oc2cc(S(=O)(=O)NCc3ccco3)ccc21,3%,-2%,11%
N/C(=N\OC(=O)CC1CCCCC1)c1cccc([N+](=O)[O-])c1,3%,15%,8%
O=c1c2cnn(-c3ccc(F)cc3)c2ncn1Cc1ccc(F)cc1,-3%&3%,4%,2%&-10%
O=C(COC(=O)C12CC3CC(CC(Br)(C3)C1)C2)NCc1ccco1,3%,x,-8%
COc1ccc(NC(=O)COC(=O)CC2Sc3ccccc3NC2=O)cc1 (stereo not given),2%,4%,-5%
Cc1ccccc1NC(=O)c1c(O)c2cccc3c2n(c1=O)CCC3,3%,3%,x
COc1ccc(NC(=O)COc2ccc(-c3nn(C)c(=O)c4ccccc34)cc2)cc1,3%&1%,1%,-1%&-6%
Cc1ccc(C)c(N2CCN(C(=O)CCc3nc(-c4ccc(Br)cc4)no3)CC2)c1,-2%[56.1 µM],x,-18%
CN1C(=O)c2ccc(C(=O)Nc3ccccc3O)cc2C1=O,x,-12%,-2%
Cc1cccc(Oc2nc(-c3ccccn3)nc3ccccc23)c1,9%,9%,8%
C/C(=N\NC(=O)c1ccc(F)cc1)c1ccccn1,x,-8%,-6%
CC[C@]12c3[nH]c4ccc(OC)cc4c3CCN1C(=O)C(CC(=O)NCCCN(C)C)C[C@@H]2C(=O)N1CCN(C(=O)c2ccco2)CC1 (stereo not given in full),1%[56.1 µM],x,-5%
CCCCN(CCCC)/C(N)=N/c1nc(C)cc(C)n1,-3%,-8%,2%
COc1ccc(OC)c(NC(=O)c2ccccc2N(Cc2ccccc2)S(C)(=O)=O)c1,1%,1%,-21%
CCc1ccccc1Nc1nc(N)nc(COC(=O)C2=COCCO2)n1,1%,x,0%
CCCc1cc(C(=O)OC)c(NC(=O)CCCC(=O)O)s1,-5%,-1%,11%
COc1ccc(Cl)cc1S(=O)(=O)Nc1cccc(C(=O)O)c1,1%,10%,2%
Nn1c(SCC(=O)Nc2ccc(S(=O)(=O)N3CCCC3)cc2)nnc1C(F)(F)F,-1%,2%,-12%
COC(=O)Cn1c(=NC(=O)C2COc3ccccc3O2)sc2cc(S(N)(=O)=O)ccc21 (stereo not given),2%,-15%,3%
Cc1cc(NC(=O)Cn2c(=O)oc3ccccc32)no1,0%,x,-6%
COc1ccccc1NC(=O)CCS(=O)(=O)c1cc2c(cc1Cl)NC(=O)CO2,2%,-5%,5%
CCc1ccc(OCC(=O)N(Cc2ccco2)Cc2ccco2)cc1,7%,x,2%
O=C(Nc1ccc(O)c(-c2nc3ccccc3s2)c1)c1cccs1,6%,9%,0%

# Laid out differently: results already given.
COC(=O)Cn1c(=NC(=O)C2COc3ccccc3O2)sc2cc(S(N)(=O)=O)ccc21 (stereo not given)
  TDP1 block: 2%	N370S GC: -15%	FEN1 inhibitor: 3%
COc1ccc(OC)c(NC(=O)c2ccccc2N(Cc2ccccc2)S(C)(=O)=O)c1
  TDP1 block: 1%	N370S GC: 1%	FEN1 inhibitor: -21%
O=C(Nc1ccc(O)c(-c2nc3ccccc3s2)c1)c1cccs1
  TDP1 block: 6%	N370S GC: 9%	FEN1 inhibitor: 0%
COc1ccccc1NC(=O)CCS(=O)(=O)c1cc2c(cc1Cl)NC(=O)CO2
  TDP1 block: 2%	N370S GC: -5%	FEN1 inhibitor: 5%

# The list continues.
SMILES,TDP1 block,N370S GC,FEN1 inhibitor
COc1ccc(CCNC(=O)c2nnn(CC(=O)Nc3ccccc3C)c2N)cc1OC,-2%,-15%,-21%
COc1ccc(S(=O)(=O)NCC2CCC(C(=O)NCc3ccc(F)cc3)CC2)cc1 (stereo not given),x,1%,-2%
CCC(=O)c1c[nH]c(C(=O)NCc2cccnc2)c1,5%,u,u
CC(C)(C)N(Cc1ccccc1)C(=O)c1cc2ccccc2o1,-3%,1%,-13%
O=C(NC(=S)Nc1ccc(Oc2ccccc2)cc1)c1ccc(Cl)cc1,8%,11%,-10%
O=C(Nc1nc(-c2ccc(-c3ccccc3)cc2)cs1)c1cc([N+](=O)[O-])ccc1N1CCOCC1,x,-2%,-2%
COc1ccc(N2C(=O)C(CC(=O)Nc3ccccc3)N(CCC3=CCCCC3)C2=O)cc1 (stereo not given),4%,x,-2%
CC(C)N(C(=O)Cn1cc(SCC(=O)N2CCCC2)c2ccccc21)C(C)C,1%,8%,2%
CSc1nsc(/C=C/Nc2ccc(F)cc2)c1C#N,3%,-8%,-8%
COc1ccc(C(=O)Nc2cc3c4c(c2)C(C)C(=O)N4CCC3)cc1OC (stereo not given),-13%,-2%,0%

# Two records drawn at random from the list so far, as already listed:
SMILES,TDP1 block,N370S GC,FEN1 inhibitor
CC(C)N(C(=O)Cn1cc(SCC(=O)N2CCCC2)c2ccccc21)C(C)C,1%,8%,2%
CC(C)(C)N(Cc1ccccc1)C(=O)c1cc2ccccc2o1,-3%,1%,-13%

# (listing goes on)
SMILES,TDP1 block,N370S GC,FEN1 inhibitor
O=C(c1ccc2c(c1)CCN2S(=O)(=O)c1ccccc1)N1CCN(c2cccc(Cl)c2)CC1,-2%,x,-4%
CCn1cc(CN2CCC(n3nccc3NC(=O)C3CCCC3)CC2)cn1,2%,-19%,-4%
O=C(CN1CCN(c2ccccn2)CC1)Nc1ccccc1F,x,1%,-8%
O=C(c1ccco1)N1CCN(S(=O)(=O)c2ccc(S(=O)(=O)NC3CC3)cc2)CC1,1%,3%,13%
CC(=O)N1N=C(c2ccccc2)CC1c1ccc2c(c1)OCO2 (stereo not given),1%,1%,-9%
COc1cc(OC)c(CN2CCCCCCC2)cc1Br,-6%,16%,6%
CCN1CCN(CC(=O)c2c(C)n(C)c3ccc(OC)cc23)CC1,8%,16%,4%
C=CCOc1ccccc1/C=N/n1nnnc1N,2%,-6%,-4%
CCCCN(C)CCNC(=O)CSCc1ccc(C)cc1,2%,-8%,3%
CCN(CC)S(=O)(=O)c1ccc(NC(=O)c2ccccc2N(C)S(C)(=O)=O)cc1,3%,3%,-11%
CC(NC(=O)c1ccccc1F)c1nnc(SCC(=O)NC2CCCC2)n1C (stereo not given),x,0%,-8%
O=C(COC(=O)c1cccc(C(=O)OCC(=O)NCc2ccc(F)cc2)n1)NCc1ccc(F)cc1,3%,9%,-1%
Cc1nn(Cc2ccccc2)c(C)c1NC(=O)CSc1nc2c(c(C(F)(F)F)n1)CCc1ccccc1-2,1%,10%,-3%
CCOc1cc(/C=C2/C(=O)NN(c3cccc(Cl)c3)C2=O)ccc1O,12%,0%,5%
Cc1ccc(Cl)cc1NC(=O)c1sc(-n2nc(C)c(Cc3ccc4c(c3)OCO4)c2C)nc1C,4%,x,-3%
O=C(NC1CCCCC1)C1CCC(CNS(=O)(=O)c2cccc3nsnc23)CC1 (stereo not given),2%,1%,0%
CC(C)(C)NC(=O)C1CCN(C(=O)c2ccc(-c3ccccc3)cc2)CC1,9%,1%,-4%
COc1cccc(NC(=O)C(c2ccccc2)N2CCCCC2)c1 (stereo not given),1%,-5%,-15%
CN(C(=O)c1ccc(NC(=O)Cc2ccc(NC(=O)C3CCN(C(=O)C4CC4)CC3)cc2)cc1)C1CC1,11%,x,-1%
CCc1cccc(NC(=O)C2CCN(S(=O)(=O)c3cccc(-c4noc(C)n4)c3)CC2)c1,2%,x,4%
CS(=O)(=O)N(CC(=O)NCc1ccccc1)Cc1ccc(Cl)cc1,4%,3%,-2%
COc1ccc(NC(=O)CC2C(=O)N(c3ccc(C)cc3)C(=O)N2Cc2ccc3c(c2)OCO3)cc1 (stereo not given),4%,x,-1%
CSc1nc(NCCOC(C)=O)c(C#N)c(-c2ccc(C(C)(C)C)cc2)n1,-5%,x,-13%
O=C1COc2cc(S(=O)(=O)CCC(=O)NC3CCCCC3)c(Cl)cc2N1,-4%,x,u
O=C(Nc1ccccc1)c1ccc(NC(=O)c2cccs2)cc1,6%,-5%,7%
COc1ccc(C2CC(=O)c3cc(-c4nc(-c5cccc([N+](=O)[O-])c5)cs4)c(=O)n(-c4ccccc4)c3C2)cc1 (stereo not given),4%,x,3%
CCOc1cc(CNn2cnnc2)ccc1OCC(=O)NC1CCCCC1,-2%,3%,9%
C/C(O)=c1/c(=O)nc2cccc3c2=c1c1ccccc1c3=O,x,0%,-25%
Cc1ccc(C(C(=O)NCc2ccco2)N(C(=O)CNC(=O)c2cccs2)c2ccc(C)cc2C)cc1 (stereo not given),2%,24%,-5%
CCOc1ncccc1C(=O)NNC(=O)c1cccc(S(=O)(=O)Nc2ccc(OC)cc2)c1,4%,-1%,12%
COC(=O)N1CCN(c2ccc(C(C)=O)cc2)CC1,3%,-22%,12%
Cc1ccc(C)n1NC(=O)c1ccco1,0%,-14%,0%
CCOC(=O)C1=C(C)NC(C)=C(C(=O)OCC)C1C(=O)OCC(=O)NCc1ccccc1OC,1%,x,1%
COc1cccc(NC2=Nc3cccc4cccc2c34)c1,3%,-2%,-16%
CC(C)Cc1nc(N2CCN(C(=O)c3ccco3)CC2)c(C#N)c2c1CCC2,-2%,-13%,u
CSc1nc(N(C)NC(=O)c2cccc(C)c2)c2ccccc2n1,2%,6%,2%
Cc1cc(C)n(-c2ccc(C(=O)Nc3ccc(C)c(S(=O)(=O)N(C)C)c3)cc2)n1,6%,8%,-11%
COc1ccccc1C(=O)OCC(=O)Nc1cc(S(=O)(=O)N2CCOCC2)ccc1N1CCCC1,3%,-1%,14%
CC(C)N(C(=S)NCc1ccccc1)C(C)C,-2%,13%,-13%
CC(C)CC(OC(=O)c1nsc(Cl)c1Cl)C(=O)NCc1cccs1 (stereo not given),-8%,2%,2%
COc1cc(N)c(Cl)cc1NC(=O)c1ccccc1,6%,4%,-1%
CCOc1ccc(N2CC(C(=O)NCCN3C(=O)S/C(=C\c4cccnc4)C3=O)CC2=O)cc1 (stereo not given),3%,0%,20%
Cc1c(C(=O)Nc2c(C)n(C)n(-c3ccccc3)c2=O)oc2c(Cl)cccc12,1%,-1%,6%
COc1ccccc1N1CCN(C(=O)c2cc(=O)c3cc(C)cc(C)c3o2)CC1,x,-8%,2%
COc1ccc(-n2ccc(=O)c3c2CCCC3=O)cc1,-4%,7%,-10%
S=c1[nH]nc(C2CCCCC2)o1,-1%,-3%,1%
CC(=O)c1ccc(NC2=C(N3CCOCC3)C(=O)c3ccccc3C2=O)cc1,10%,6%,-20%
CCn1c(SCC(=O)N/N=C/c2ccc(C)o2)nnc1-c1ccccc1,5%,-3%,-6%
Cc1nn(-c2ccc(F)cc2)c(Cl)c1C(=O)NCC1CCCO1 (stereo not given),0%,x,14%
CCCN1CNC(=S)N(Cc2ccccc2)C1,1%,2%,4%

# Assay outcomes deposited in PubChem by National Center for Advancing Translational Sciences (NCATS).

# This is a random part of the collection (roughly 0.53% active in at least one column).
